Pf apPOL block: Pf-apPOL inhibitors, biochemical, fluorescence; Plasmodium falciparum apicoplast DNA polymerase (apPOL); Recombinant Pf-apPOL, molecular beacon fluorescence, 1.5 h; inhibition, % at 10 µM; 210,000 compounds, 0.25% hits; AID 1794808, 2022
mHTT CaM bind: mutant huntingtin-calmodulin interaction inhibitors – biochemical, AlphaScreen, primary screen; P42858; AlphaScreen His-mHTT/GST-CaM binding, luminescence; inhibition, % at 15 µM; 190,000 compounds, 3.6% hits; AID 1671202, 2021;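 further: 0% = both proteins with DMSO and 100% = one protein alone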
Target sequence (P42858 whole entry, looked up, stated change not applied): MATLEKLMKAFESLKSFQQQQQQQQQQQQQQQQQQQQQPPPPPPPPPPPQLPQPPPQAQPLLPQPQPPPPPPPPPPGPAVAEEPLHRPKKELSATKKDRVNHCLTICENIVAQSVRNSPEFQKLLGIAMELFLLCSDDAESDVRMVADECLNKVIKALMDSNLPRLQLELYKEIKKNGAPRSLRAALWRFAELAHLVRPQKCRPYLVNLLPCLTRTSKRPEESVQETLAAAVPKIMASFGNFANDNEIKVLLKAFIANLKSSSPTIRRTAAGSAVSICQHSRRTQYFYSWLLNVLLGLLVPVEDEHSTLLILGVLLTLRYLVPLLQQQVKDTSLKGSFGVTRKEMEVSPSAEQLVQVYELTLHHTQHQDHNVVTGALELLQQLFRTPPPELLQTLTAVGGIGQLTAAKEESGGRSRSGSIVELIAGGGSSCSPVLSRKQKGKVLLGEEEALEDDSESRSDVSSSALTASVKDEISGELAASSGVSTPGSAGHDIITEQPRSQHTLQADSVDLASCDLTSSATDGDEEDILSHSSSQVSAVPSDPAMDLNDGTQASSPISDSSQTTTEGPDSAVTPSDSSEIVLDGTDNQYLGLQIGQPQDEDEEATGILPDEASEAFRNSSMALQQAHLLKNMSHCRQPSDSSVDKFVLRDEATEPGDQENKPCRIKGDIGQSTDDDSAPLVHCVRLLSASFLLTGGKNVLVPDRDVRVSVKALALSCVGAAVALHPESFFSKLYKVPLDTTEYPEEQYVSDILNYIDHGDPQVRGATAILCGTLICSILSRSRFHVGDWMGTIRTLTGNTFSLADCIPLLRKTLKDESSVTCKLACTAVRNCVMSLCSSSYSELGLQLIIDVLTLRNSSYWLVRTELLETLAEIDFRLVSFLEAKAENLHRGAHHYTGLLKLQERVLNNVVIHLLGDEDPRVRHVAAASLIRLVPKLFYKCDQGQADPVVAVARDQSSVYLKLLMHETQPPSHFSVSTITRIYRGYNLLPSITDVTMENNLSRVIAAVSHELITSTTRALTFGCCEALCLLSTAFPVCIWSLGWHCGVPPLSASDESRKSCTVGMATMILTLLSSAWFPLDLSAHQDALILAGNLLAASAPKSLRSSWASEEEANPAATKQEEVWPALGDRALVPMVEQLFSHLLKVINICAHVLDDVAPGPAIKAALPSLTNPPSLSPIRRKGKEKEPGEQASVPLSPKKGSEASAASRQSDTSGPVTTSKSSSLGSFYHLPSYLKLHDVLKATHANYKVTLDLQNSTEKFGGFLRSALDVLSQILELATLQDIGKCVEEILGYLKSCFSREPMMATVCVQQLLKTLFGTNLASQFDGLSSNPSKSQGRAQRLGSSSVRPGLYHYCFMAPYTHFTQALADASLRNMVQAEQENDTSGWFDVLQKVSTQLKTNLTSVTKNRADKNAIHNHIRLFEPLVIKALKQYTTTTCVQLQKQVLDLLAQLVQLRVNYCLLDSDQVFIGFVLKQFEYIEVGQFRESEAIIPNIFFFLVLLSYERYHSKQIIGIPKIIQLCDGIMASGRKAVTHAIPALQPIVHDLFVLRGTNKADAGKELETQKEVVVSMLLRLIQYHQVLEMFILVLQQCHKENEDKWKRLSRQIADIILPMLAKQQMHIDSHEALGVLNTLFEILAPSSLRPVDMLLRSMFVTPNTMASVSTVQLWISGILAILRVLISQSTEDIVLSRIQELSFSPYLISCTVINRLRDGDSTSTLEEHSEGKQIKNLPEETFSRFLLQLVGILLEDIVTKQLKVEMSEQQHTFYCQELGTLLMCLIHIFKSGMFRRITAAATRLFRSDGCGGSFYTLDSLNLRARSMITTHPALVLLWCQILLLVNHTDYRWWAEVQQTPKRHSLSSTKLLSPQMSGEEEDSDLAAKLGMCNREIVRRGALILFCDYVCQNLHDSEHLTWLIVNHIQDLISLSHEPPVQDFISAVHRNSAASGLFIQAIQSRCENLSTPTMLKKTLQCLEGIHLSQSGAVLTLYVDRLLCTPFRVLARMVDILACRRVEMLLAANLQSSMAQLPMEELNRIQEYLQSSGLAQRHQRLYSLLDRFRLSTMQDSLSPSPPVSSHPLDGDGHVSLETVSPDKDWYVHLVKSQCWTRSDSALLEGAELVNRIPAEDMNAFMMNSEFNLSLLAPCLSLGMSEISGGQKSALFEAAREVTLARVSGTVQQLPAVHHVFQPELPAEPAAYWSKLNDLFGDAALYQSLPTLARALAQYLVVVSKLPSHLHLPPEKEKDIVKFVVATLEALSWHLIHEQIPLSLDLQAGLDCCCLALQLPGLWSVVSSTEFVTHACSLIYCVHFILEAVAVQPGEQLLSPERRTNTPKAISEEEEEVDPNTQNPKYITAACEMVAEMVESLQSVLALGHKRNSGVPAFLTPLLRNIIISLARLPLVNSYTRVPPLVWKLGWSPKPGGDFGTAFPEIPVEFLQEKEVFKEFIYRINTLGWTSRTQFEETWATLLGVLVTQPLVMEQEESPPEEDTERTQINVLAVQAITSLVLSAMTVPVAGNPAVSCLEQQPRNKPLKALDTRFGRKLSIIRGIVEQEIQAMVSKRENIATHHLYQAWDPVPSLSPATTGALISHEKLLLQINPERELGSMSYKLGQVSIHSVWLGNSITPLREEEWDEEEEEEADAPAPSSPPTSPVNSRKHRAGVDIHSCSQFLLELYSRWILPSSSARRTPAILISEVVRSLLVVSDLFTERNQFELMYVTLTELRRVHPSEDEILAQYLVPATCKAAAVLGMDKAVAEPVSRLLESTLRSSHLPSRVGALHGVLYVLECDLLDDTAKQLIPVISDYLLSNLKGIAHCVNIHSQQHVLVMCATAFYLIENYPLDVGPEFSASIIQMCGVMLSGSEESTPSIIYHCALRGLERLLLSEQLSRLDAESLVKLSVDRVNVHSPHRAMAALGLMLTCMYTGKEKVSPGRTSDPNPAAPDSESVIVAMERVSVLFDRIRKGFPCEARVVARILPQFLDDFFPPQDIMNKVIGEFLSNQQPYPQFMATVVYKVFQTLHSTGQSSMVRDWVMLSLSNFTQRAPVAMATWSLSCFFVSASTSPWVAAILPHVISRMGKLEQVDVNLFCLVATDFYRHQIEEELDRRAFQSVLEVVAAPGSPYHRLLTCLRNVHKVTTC
Starred values were filed as active, the others as inactive; i = inactive; nt = no result given; & = joins results of further samples. No stated cut-off is given here; in the data, active means inhibition above about 50%; inactive means the rest.

Order of values – Pf apPOL block | mHTT CaM bind
- O=C(Nc1ccc2snnc2c1)N1CCC(c2ccccc2)C1 (stereo not drawn)
  -2 | -2
- CCOc1ccc(NC(=O)c2cnccn2)cc1
  -2 | 0
- CCn1c(C2CCN(C(=O)c3ccc(C(F)(F)F)s3)C2)nc2cccnc21 (stereo not drawn)
  -8 | 12
- O=C1C2C(C(=O)N1c1cc([N+](=O)[O-])ccc1Cl)C1C=CC2C12CC2 (stereo not drawn)
  2 | 4
- O=C(Nc1ccc(F)c(Cl)c1)c1cc(S(=O)(=O)N2CCCCC2)ccc1F
  1 | 6
- O=C(NCC1CCN(c2cc(-c3ccncc3)[nH]n2)CC1)c1cc(F)cc(F)c1
  -3 | 20
- O=C(CSc1nnc(-c2ccco2)n1-c1ccccc1)Nc1cccc(C(F)(F)F)c1
  7 | 16
- CN(CC(=O)NC(C)(C)C)S(=O)(=O)c1ccc(Br)s1
  -1 | -2
- CCCN1CCN(C(=O)C2CC(=O)N(c3ccc4c(c3)CCN4C(=O)CC)C2)CC1 (stereo not drawn)
  0 | 5
- O=[N+]([O-])c1cc(C=Nc2c(-c3ccco3)nc3ccc(Cl)cn23)ccc1Cl
  -3 | 13
- CCOc1ccc(NC(=O)c2ccccc2F)c([N+](=O)[O-])c1
  3 | 10
- COc1ccc(-c2onc(C)c2C(=O)NCc2cccc(Cl)c2)cc1
  -3 | -10
- CCc1onc(C)c1C1CCCN1Cc1ccc(OCC(N)=O)c(OC)c1 (stereo not drawn)
  0 | -2
- Cc1cc(OCC(=O)N(C)Cc2ccccc2)ccc1Br
  -10 | 11
- COc1ccccc1C(=O)N(c1ccccc1)C(C)C1CC1 (stereo not drawn)
  -2 | -6
- CCOc1ccc(N2CCN(C(=O)c3ccc(OC)cc3)C(C)C2=O)cc1 (stereo not drawn)
  -2 | 0
- Cc1ccc(OCc2nc(C(=O)N3CCCCC3)cs2)c(C)c1
  -8 | 9
- CCOc1ccc(NC(=O)N2CCOCC2)cc1
  -7 | -12
- Cc1cccc(CC(=O)N2CCc3c(c(C(=O)NCc4ccc(Cl)cc4)nn3C)C2)c1
  -12 | 59*
- CC1C(=NO)CC(c2ccc([N+](=O)[O-])cc2)NC1c1ccc([N+](=O)[O-])cc1 (stereo not drawn)
  -8 | nt
- O=C(O)C1C2CCC(O2)C1C(=O)NCc1ccco1 (stereo not drawn)
  -21 | -2
- Cc1cccc(C)c1NC(=O)c1cc(S(=O)(=O)NCCc2ccccc2)ccc1F
  -3 | 2
- N/C(=N\OC(=O)Cc1ccc(Cl)cc1)c1cccnc1
  -3 | i
- CC(C)CNC(=O)c1ccc2c(c1)Sc1ncccc1C(=O)N2C(C)C
  -3 | 6
- CCOC(=O)C1CCN(C=C(C#N)S(=O)(=O)C(C)(C)C)CC1
  -3 | nt
- CCC(C)Oc1cccc(C(=O)Nc2ccccc2N2CCOCC2)c1 (stereo not drawn)
  4 | -12
- O=C(NC(N1CCOCC1)C(Cl)(Cl)Cl)c1cc([N+](=O)[O-])cc([N+](=O)[O-])c1 (stereo not drawn)
  3 | 9
- CCCN(C)C1CN(Cc2cn(Cc3ccc(OC)cc3)nn2)S(=O)(=O)C1 (stereo not drawn)
  -2 | -8
- COc1ccc(/C=C/C(=O)Nc2nc3ccc(OC)cc3s2)cc1
  0 | 7
- S=C1NCN(CCCn2ccnc2)CN1
  -4 | nt
- CNC(=O)c1cn(-c2ccc(SCC(=O)NCc3ccco3)nn2)cn1
  -4 | -8
- CC(C)c1ccc(NC(=O)N2CCN(c3ccc4nncn4n3)CC2)cc1
  -88 | 2
- Cc1cc(N2CCC(C(=O)NC(C)(C)C)C2=O)ccc1F (stereo not drawn)
  -2 | -3
- COc1ccc(NC(=O)N2CCC3(CC2)NC(=O)c2ccc(Cl)cc2N3C)c(C)c1
  -7 | 2
- COc1ccc(C(=O)Nc2c3c(nn2-c2cccc(C)c2C)CS(=O)(=O)C3)cc1OC
  -3 | 2
- COc1ccc(C)cc1NS(=O)(=O)c1ccc2[nH]c3c(c2c1)CCCC3
  -6 | 81*
- CCCn1c(C2CCN(C(=O)c3ccsc3)C2)nc2cccnc21 (stereo not drawn)
  -1 | -4
- Cc1ncc([N+](=O)[O-])n1S(=O)(=O)c1cc(Cl)ccc1Cl
  1 | -3
- CC1CCC(NC(=O)C2(C)CCC(=O)N2C(C)c2ccccc2)CC1 (stereo not drawn)
  -14 | -4
- COc1cccc(NC(=O)c2cccc(C(=O)Nc3cccc(OC)c3)c2)c1
  -11 | -3
- C/C(=C\C(=O)c1cccnc1)Nc1ccc(Br)cc1
  -9 | 16
- CC(=O)N1CCN(c2nc(-c3ccncc3)nc3c2CCC3)CC1
  9 | 10
- O=C(CS(=O)(=O)CC(=O)c1ccccc1)c1ccccc1
  -2 | 0
- COc1ccc(-c2ccc(/C=C3/C(=O)N(c4cccc(Cl)c4)N=C3C)o2)cc1[N+](=O)[O-]
  5 | 3
- COC(=O)C1=C(C)N=C2SC=C(CC(=O)N3CCCC3)N2C1c1ccccc1C (stereo not drawn)
  -3 | 21
- CNC(=O)CN1c2ccccc2C(C)(C)C12C=Cc1cc([N+](=O)[O-])ccc1O2 (stereo not drawn)
  -4 | 96*
- O=C(O)c1ccc2c(c1)C1C=CCC1C(c1ccccc1Br)N2 (stereo not drawn)
  -1 | 23
- Cc1ccc(CNC(=O)C2(C)CCCN(C(=O)Nc3ccc(C)cc3Cl)C2)cc1 (stereo not drawn)
  -5 | 8
- CSC(=NC#N)N1CCN(c2c([N+](=O)[O-])cc(C(F)(F)F)cc2[N+](=O)[O-])CC1
  -40 | nt
- CCC(C)c1ccc(NC(=O)COc2ccccc2OC)cc1 (stereo not drawn)
  -3 | -57
- Cn1cccc1C(=O)N1CCc2nc3cc[nH]n3c(=O)c2C1
  -1 | 6
- COc1ccc(-c2nnc(N3CCC(C(=O)NCc4cccs4)CC3)o2)cc1
  -2 | 6
- Cc1cc(C)c(C#N)c(-n2nnc3ccccc32)n1
  5 | -3
- O=C1OC(c2ccc(Cl)cc2)=N/C1=C/c1cc(Br)ccc1F
  -4 | -4
- CC(C)C(=O)N1CCN(c2nc3c(s2)CC(C(=O)NC2CCCCC2)CC3)CC1 (stereo not drawn)
  -5 | 4
- O=C1c2ccccc2C(=O)N1CN(Cc1ccccc1)Cc1ccccc1
  -24 | 0
- Cc1ccc2nc(-c3ccc(C)c(NC(=O)c4ccc([N+](=O)[O-])cc4)c3)oc2c1
  -4 | 1
- O=[N+]([O-])c1cccc(CN2CCN(Cc3ccco3)CC2)c1
  4 | 6
- CCN(CC)CCNC(=O)c1ccc(Cl)c(Cl)c1
  0 | -2
- COC(=O)c1c(C)[nH]c(C)c1C=C(C#N)S(=O)(=O)c1ccc(C)cc1
  -4 | nt

(further entries)
Order of values – Pf apPOL block | mHTT CaM bind
- Cc1ccc(C)c(NC(=O)N2CCCC2c2nc(-c3ccc(F)cc3F)no2)c1 (stereo not drawn)
  -5 | -4
- Cn1cc(N=Cc2ccccc2[N+](=O)[O-])c(C(N)=O)n1
  2 | -6
- CCOc1ccccc1NC(=O)C(=O)NCC1CCCO1 (stereo not drawn)
  -4 | -6
- Cc1nc(-c2ccccc2)sc1-c1nnnn1-c1ccc(Cl)cc1
  1 | nt
- O=C(c1nc(-c2cccc(F)c2)n2c1CCCCC2)N1CCCCC1
  -2 | 10
- O=C(CN1C(=O)c2cccc3cccc(c23)C1=O)Nc1nc2ccccc2s1
  -1 | -4
- CNC(=O)N(O)c1ccccc1
  -2 | -7
- COc1cccc(N2CCN(C(=O)c3cccs3)C(C)C2=O)c1 (stereo not drawn)
  -6 | -7
- CC1CCCCC1NC(=O)c1ccc(Cn2c(=O)[nH]c3ccsc3c2=O)cc1 (stereo not drawn)
  4 | 3
- CCOc1ccc(N2CC(C(=O)NCc3ccccc3C)CC2=O)cc1 (stereo not drawn)
  -8&1 | 8&1
- CCOc1ccc(C2C3=C(CCCC3=O)Nc3ccc4ncccc4c32)cc1 (stereo not drawn)
  -1 | 36
- N#CC1=C(N)N(c2ccccc2C#N)C2=C(C(=O)CCC2)C1c1ccc2c(c1)OCO2 (stereo not drawn)
  -4 | 7
- O=[N+]([O-])c1ccc(-c2nnn(CNc3ccccc3)n2)cc1
  -2 | 53*
- CCCC(=O)NC1CCN(c2ccc(C)c(C)c2)C1=O (stereo not drawn)
  -1 | -9
- N#Cc1c(=O)[nH]c(O)c2c(=N)oc3ccc(Cl)cc3c12
  -2 | nt
- CC1CCN(Cc2cc(=O)oc3ccc(C(C)C)cc23)CC1
  -2 | -68
- CC(C)NC(=S)NCCc1ccncc1
  -7 | nt
- Clc1ccc2ncccc2c1
  -2 | nt
- O=C(c1ccccc1)N1CCCC2(CC(c3cccnc3)=CO2)C1 (stereo not drawn)
  -10 | 97*
- Cc1cc(=O)n2[nH]c(-c3ccc(Cl)cc3)nc2n1
  -1 | 4
- CC1(C)CC(=O)c2c(nn(-c3ccccc3)c2-c2ccc(O)cc2)C1
  3 | -9
- Cc1ccc(C=CC(=O)c2ccc(O)cc2)cc1
  -16 | 18
- Cn1cc2c3c(cccc31)CN(C(=O)NCc1ccco1)CC2
  -3 | 21
- C=C1C(=O)OC2C1CCC(C)=CCCC1(C)OC21 (stereo not drawn)
  -1 | nt
- COc1ccccc1C(CCN)c1ccco1 (stereo not drawn)
  0 | 16
- CS(=O)(=O)N1CCC(C(=O)N2CCC(c3nnc(-c4ccc(F)cc4)o3)CC2)CC1
  -4 | -10
- CC(=O)COc1ccc2c(c1)OC(=Cc1cccc(Br)c1)C2=O
  8 | 7
- COc1ccccc1NC1=CC(=NS(=O)(=O)c2ccc(C)cc2)c2ccccc2C1=O
  5 | 93*
- O=C(NC1CCCCC1)N1CCn2cccc2C1Cc1ccccc1 (stereo not drawn)
  -8 | 11
- COCCN(CCOC)c1ncnc2c1cnn2-c1ccc(C)cc1C
  0 | 13
- Cc1cc2c(c(=O)[nH]1)C(=O)O/C2=C\c1ccc(OCc2ccccc2F)cc1
  -16 | 0
- O=C(Nc1ccc([N+](=O)[O-])cc1)c1cc(I)ccc1Cl
  0 | 26
- O=C(c1ccc(Br)o1)N1CCN(c2nc(CN3CCCCC3)cs2)CC1
  -5 | 30
- Cn1nc(COc2ccccc2)c2c1CCN(S(=O)(=O)C1CC1)C2
  -6 | 3
- Cc1c(C(=O)Nc2ccccc2Cl)oc2ccc(S(=O)(=O)N3CCCCC3)cc12
  -7 | -9
- Cc1cc(=O)c2cc(C(=O)O)ccc2[nH]1
  7 | -1
- Cc1ccc(S(=O)(=O)C2(C(=O)NC3CCCCC3)CC2)cc1
  5 | -2
- CS(=O)(=O)N(CC(=O)N1CCCC1)c1cccc([N+](=O)[O-])c1
  -4 | -3
- CC1(C)NC(=O)N(c2ccc([N+](=O)[O-])c(C(F)(F)F)c2)C1=O
  -11 | nt
- CC(=O)c1cccc(NC(=O)CCS(=O)(=O)c2ccc(Br)s2)c1
  -4 | -1
- COc1ccc(-c2csc3c(=O)n(C)cnc23)cc1
  12 | -13
- Cc1ccc(NC(=O)c2ccc(-c3nccnc3N3CCOCC3)cc2)cc1Cl
  1 | -12
- Cc1cn(C(NC(=O)C(C)(C)C)C(Cl)(Cl)Cl)c(=O)[nH]c1=O (stereo not drawn)
  -5 | 3
- O=C(NCc1ccccc1Cl)c1cnn2c(C(F)(F)F)cc(-c3cccs3)nc12
  -16 | -1
- O=C1CSCC(=O)N1c1ccc2c(c1)OCO2
  2 | nt
- CC(C)Sc1nc(-c2ccccc2)cc(=O)[nH]1
  -6 | 11
- O=C(Nc1c2c(nn1-c1ccc([N+](=O)[O-])cc1)CSC2)c1ccc(Cl)cc1Cl
  -6 | 18
- O=C1/C(=C/c2ccc(N3CCOCC3)cc2)Cc2ccccc21
  7 | -19
- Fc1ccc(NC(=S)NCC2CCCO2)cc1 (stereo not drawn)
  nt | -9
- COc1ccccc1-c1c(C)oc2c(CN3CCN(CCO)CC3)c(O)ccc2c1=O
  -8 | 2
- CSc1ccc(CNC(=O)c2cc3ccncc3n2C)cc1
  -8 | 1
- O=C(c1ccc(F)cc1)N1CCCCCC1
  9 | -7

19 entries from above, set out differently.
structure	Pf apPOL block	mHTT CaM bind
Cn1nc(COc2ccccc2)c2c1CCN(S(=O)(=O)C1CC1)C2	-6	3
Cc1c(C(=O)Nc2ccccc2Cl)oc2ccc(S(=O)(=O)N3CCCCC3)cc12	-7	-9
Cc1cc(=O)c2cc(C(=O)O)ccc2[nH]1	7	-1
Cc1ccc(S(=O)(=O)C2(C(=O)NC3CCCCC3)CC2)cc1	5	-2
CS(=O)(=O)N(CC(=O)N1CCCC1)c1cccc([N+](=O)[O-])c1	-4	-3
CC1(C)NC(=O)N(c2ccc([N+](=O)[O-])c(C(F)(F)F)c2)C1=O	-11	nt
CC(=O)c1cccc(NC(=O)CCS(=O)(=O)c2ccc(Br)s2)c1	-4	-1
COc1ccc(-c2csc3c(=O)n(C)cnc23)cc1	12	-13
Cc1ccc(NC(=O)c2ccc(-c3nccnc3N3CCOCC3)cc2)cc1Cl	1	-12
Cc1cn(C(NC(=O)C(C)(C)C)C(Cl)(Cl)Cl)c(=O)[nH]c1=O (stereo not drawn)	-5	3
O=C(NCc1ccccc1Cl)c1cnn2c(C(F)(F)F)cc(-c3cccs3)nc12	-16	-1
O=C1CSCC(=O)N1c1ccc2c(c1)OCO2	2	nt
CC(C)Sc1nc(-c2ccccc2)cc(=O)[nH]1	-6	11
O=C(Nc1c2c(nn1-c1ccc([N+](=O)[O-])cc1)CSC2)c1ccc(Cl)cc1Cl	-6	18
O=C1/C(=C/c2ccc(N3CCOCC3)cc2)Cc2ccccc21	7	-19
Fc1ccc(NC(=S)NCC2CCCO2)cc1 (stereo not drawn)	nt	-9
COc1ccccc1-c1c(C)oc2c(CN3CCN(CCO)CC3)c(O)ccc2c1=O	-8	2
CSc1ccc(CNC(=O)c2cc3ccncc3n2C)cc1	-8	1
O=C(c1ccc(F)cc1)N1CCCCCC1	9	-7
